Source: PubChem (National Center for Advancing Translational Sciences (NCATS))
BRCA1 expr up – increases BRCA1 expression | actives 1.1% (n = 380,000) | AID 624202 | MCF7-BRCA1-FFLuc reporter, luminescence, 48 h; response scale: scaled: vehicle 0%, 10 µM genistein 100% | Potency, µM (top dose mostly 46.1 µM), for inactives: at the highest dose activation, most hits filed as activators; also: potency is read from the fitted curve at half-maximal effect; nearly all actives have a fitted effect of over 80% in size; some results filed as inactive show a strong effect at the top dose
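MCF7-BRCA1-FFLuc cells, 2000/well in phenol-red-free MEM, attached 2 h then treated 48 h at 37 C. Luciferase luminescence read 15 min after reagent; normalized to genistein maximum activation (10microM) and DMSO, concentration-response fitted.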
TRPV1 ag – human TRPV1 agonism | Q8NER1 | TRPV1-expressing cells, Fluo-8 calcium influx, agonist mode | activation, % at 8.33 µM | actives 0.19% (n = 320,000); in the data active = activation above about 80%; inconclusive = between about 30% and that limit; also: 0% is about no effect
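Cells expressing TRPV1 were dye-loaded with Fluo-8 and read kinetically: 10 s baseline, 3 min after compound (agonist portion), then 2 min after EC20 capsaicin (allosteric enhancer portion). Calcium-bound dye fluorescence at 480/520 nm.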
ELG1 repair inh – ELG1-dependent DNA repair inhibition. AID 504467. actives 2.3% (n = 330,000). HEK293T ELG1-luciferase reporter, luminescence, 16 h; DNA damage induced by 5-fluorouridine. Potency, µM (series often up to 46.1 µM), for the others: at the highest dose activity change, negative = inhibition, most hits filed as inhibitors; also: potency is read from the fitted curve at half-maximal effect; % is scaled to controls: 0 for no effect and ±100 for the full control effect; nearly all actives have a fitted effect of over 55% in size
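Reporter activity after DNA damage by 5-fluorouridine is monitored. Compound-treated cells incubate 16 hr at 37 °C, then ONE-Glo is added for 30 min before luminescence reading.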
Tb PFK inh – T. brucei PFK enzyme inhibition; O15648; T. brucei PFK, ADP-Glo luminescence; Potency, µM (titrated, usually from 57.5 µM), for the others: at the top dose activity, negative = inhibition, most hits filed as inhibitors; actives 0.17% (n = 330,000);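 also: potency is read from the fitted curve at half-maximal effect; 0% = uninhibited 1x PFK enzyme wells and -100% = no-enzyme wells; nearly all actives have a fitted effect of over 60% in size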
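PFK 1.25 nM, F6P 0.5 mM, ATP 0.1 mM, 0.1 M TEA pH 8.0, 5 mM MgCl2, 0.01% Tween20, 0.1% BSA; 45 min RT. ADP-Glo readout. qHTS titration up to 57 uM; curves fitted, compounds curve-classed.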
NPC1 promoter act – activates the NPC1 promoter | Huh7 NPC1 promoter luciferase reporter, 24 h | Potency, µM (series often up to 9.22 µM), for inactives: at the top dose activation, usual class: activators | actives 2.4% (n = 320,000) | AID 485313;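 also: potency is read from the fitted curve at half-maximal effect; % of control where 0% means no effect; nearly all actives have a fitted effect of over 60% in size; reporter is driven by a mutant NPC1 promoter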
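Stably transfected Huh7 (NPC1 promoter→luciferase), 1500 cells/well in Opti-MEM + 10% FBS, 2 h settle, then compound 24 h at 37 °C. Luminescence after 10 min with Amplite reagent.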
Rab9 promoter act – Rab9 promoter activation; Huh7 Rab9 promoter-luciferase reporter, luminescence, 24 h; Potency, µM (series often up to 9.22 µM), for inactives: at the top dose activation, negative = inhibition, hits mostly activators; actives 2.8% (n = 320,000); AID 485297; also: potency is read from the fitted curve at half-maximal effect; % of control where 0% means no effect; nearly all actives have a fitted effect of over 60% in size
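Luminescence read-out: Huh7 cells stably expressing Rab9-luciferase, treated 24 h with compound at 37 °C, then lysed with luciferase reagent for 10 min at ambient before reading.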
p53 reactivation – mutant p53 re-activation in reporter cells; H1299 p53-A138V BP100-luciferase reporter, luminescence, 24 h; Potency, µM (titrated, usually from 92.2 µM), without a hit: top-dose activity change, positive = activation, actives largely listed as activators; actives 0.063% (n = 320,000); AID 504706; also: potency is read from the fitted curve at half-maximal effect; % of control where 0% means no effect; nearly all actives have a fitted effect of over 45% in size
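H1299 (p53-null), stable ts p53-A138V + BP100-Luc; 1000 cells/well, Opti-MEM/10% FBS; cpd 4 pt, 1:5; 24 h, 37 deg C, 5% CO2; detection reagent 10 min RT; luminescence.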
RORgamma inh – inhibitors of mouse ROR gamma transcriptional activity. P51450. Drosophila S2 Gal4-RORgamma UAS-luciferase reporter, 20 h. Potency, µM (doses to about 53.6 µM), inactives show at the top dose activity change, negative = inhibition, hits mostly inhibitors. actives 5.4% (n = 310,000); also: potency is read from the fitted curve at half-maximal effect; % is scaled to controls: 0 for no effect and ±100 for the full control effect; nearly all actives have a fitted effect of over 60% in size
Target sequence (P51450 whole entry, looked up, the tested form may be a part): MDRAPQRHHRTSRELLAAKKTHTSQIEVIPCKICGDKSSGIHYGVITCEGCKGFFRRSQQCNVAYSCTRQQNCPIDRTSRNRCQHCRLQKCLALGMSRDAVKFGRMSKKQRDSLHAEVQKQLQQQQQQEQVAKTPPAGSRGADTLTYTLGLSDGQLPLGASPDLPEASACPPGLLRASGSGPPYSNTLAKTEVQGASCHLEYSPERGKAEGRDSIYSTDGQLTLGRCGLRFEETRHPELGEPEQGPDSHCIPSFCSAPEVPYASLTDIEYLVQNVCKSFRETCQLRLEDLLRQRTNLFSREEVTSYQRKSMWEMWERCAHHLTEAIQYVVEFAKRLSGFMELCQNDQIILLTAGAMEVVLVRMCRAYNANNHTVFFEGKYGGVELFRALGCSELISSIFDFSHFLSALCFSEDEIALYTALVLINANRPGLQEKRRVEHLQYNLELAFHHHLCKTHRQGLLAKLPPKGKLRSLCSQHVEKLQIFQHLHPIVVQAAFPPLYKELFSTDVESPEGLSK
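Drosophila S2 cells stably expressing Gal4-DBD/mouse RORγ fusion under metallothionein promoter plus UAS-luciferase; compound 1 h, then 700 uM CuSO4 induction for 20 h at ambient temperature; inhibition read as reduced luminescence.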
ELG1 genotox – genotoxicity induction in ELG1-luciferase HEK293T cells. HEK293T ELG1-luciferase reporter, luminescence, 16 h. Potency, µM (top dose mostly 46 µM), inactives show at the highest dose activity change, positive = activation, hits mostly activators. actives 1.3% (n = 330,000). AID 504466; also: potency is read from the fitted curve at half-maximal effect; % of control where 0% means no effect; nearly all actives have a fitted effect of over 60% in size
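HEK293T cells expressing luciferase-tagged ELG1 were exposed to compound or DMSO vehicle for 16 hr at 37 °C and 5% CO2. Luciferase activity was then measured with ONE-Glo after 30 min at room temperature.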
Gal4-VP16 FLuc – counter-screen for ROR gamma inhibitors: Gal4-VP16 reporter; AID 2546; Potency, µM (series often up to 53.6 µM), inactives show at the top dose activity, negative = inhibition, hits mostly inhibitors; Drosophila S2 Gal4-VP16 UAS-luciferase, luminescence, 20 h; actives 3.5% (n = 310,000);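 also: Gal4-VP16 expression switched on by copper sulfate through the metallothionein promoter; potency is read from the fitted curve at half-maximal effect; % is scaled to controls: 0 for no effect and ±100 for the full control effect; nearly all actives have a fitted effect of over 50% in size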
FLuc counter – inhibits or activates purified firefly luciferase, miR-21 counter-screen | purified FLuc, Km substrates, luminescence inhibition | Potency, µM (doses to about 57.5 µM), without a hit: at the highest dose activity change, negative = inhibition, actives largely listed as inhibitors | actives 6.9% (n = 360,000);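 also: potency is read from the fitted curve at half-maximal effect; plate controls were vehicle for no effect and reference inhibitor for full effect; nearly all actives have a fitted effect of over 55% in size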
Target sequence (P08659 whole entry, looked up): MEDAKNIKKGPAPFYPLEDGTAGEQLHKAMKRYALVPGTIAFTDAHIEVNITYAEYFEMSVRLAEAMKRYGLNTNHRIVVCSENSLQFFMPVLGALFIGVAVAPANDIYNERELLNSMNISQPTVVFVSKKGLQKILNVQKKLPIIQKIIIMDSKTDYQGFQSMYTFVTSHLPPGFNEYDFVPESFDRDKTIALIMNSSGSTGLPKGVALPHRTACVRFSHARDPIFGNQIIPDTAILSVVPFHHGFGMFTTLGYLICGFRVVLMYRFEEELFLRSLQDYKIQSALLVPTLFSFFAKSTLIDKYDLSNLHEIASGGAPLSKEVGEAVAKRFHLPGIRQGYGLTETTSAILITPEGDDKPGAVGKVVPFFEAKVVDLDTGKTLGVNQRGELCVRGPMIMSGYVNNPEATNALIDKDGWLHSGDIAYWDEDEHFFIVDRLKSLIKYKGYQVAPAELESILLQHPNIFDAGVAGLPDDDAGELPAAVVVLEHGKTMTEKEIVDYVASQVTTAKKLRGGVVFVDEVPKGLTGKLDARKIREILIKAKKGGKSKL
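Purified P. pyralis luciferase, 10 nM final, with Km-level 10 uM D-luciferin and 10 uM ATP in 50 mM Tris acetate pH 7.5, 10 mM Mg acetate, 0.01% Tween-20, 0.05% BSA; 6-point qHTS titration about 60 µM downward; luminescence read.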
The depositor's hits bear a star; ? = inconclusive; . = no result given; & = joins results of further samples; [ ] = remark or other dose. Unless noted, calls follow the shape of the dose curve; as a rule, active = well fitted curve in the direction sought with a large enough effect; inconclusive = small, poorly fitted or top-dose-only effect, or another doubt; inactive = no such curve, though single readings can be large; an effect the other way counts as inactive or inconclusive.

# | SMILES | BRCA1 expr up | TRPV1 ag | ELG1 repair inh | Tb PFK inh | NPC1 promoter act | Rab9 promoter act | p53 reactivation | RORgamma inh | ELG1 genotox | Gal4-VP16 FLuc | FLuc counter
1 | O=C1CCCN1CCCNS(=O)(=O)c1ccc(Cl)c(C(=O)N2CCOCC2)c1 | 22% | -3 | -2% | 3% | 1% | -3% | -1% | -1% | -3% | 0% | -1%
2 | COC(=O)CN1C(=O)C2(C(C#N)=C(N)Oc3n[nH]c(-c4cccs4)c32)c2ccccc21 (centres undefined) | 14% | -2 | . | . | . | . | . | 18% | . | 15% | -1%
3 | O=C(/C=C/c1ccccc1[N+](=O)[O-])NNC(=O)c1ccncc1 | -4% | 2 | 3% | ? | 4% | 2% | 5% | . | 0% | . | .
4 | O=C(CSc1nncn1-c1cccnc1)Nc1cccc(C(F)(F)F)c1 | -5% | 0 | 3% | 0% | -7% | 0% | 3% | ? | -1% | 8% | -2%
5 | COc1ccc(CNC(=O)CN2C(=O)CCSc3ccc(S(=O)(=O)N4CCCC4)cc32)cc1 | 2% | -1 | 1% | -3% | 0% | -3% | -11% | -7% | -2% | -6% | -2%
6 | COc1ccc(CN(C(=O)c2cccs2)c2ccccc2)cc1 | -17% | ? | 5% | -2% | -4% | -1% | -3% | 3% | -5% | 3% | -4%
7 | COc1cc(C2C(C(C)=O)=C(O)C(=O)N2CCN2CCOCC2)ccc1O (centres undefined) | 33% | 1 | 12% | 7% | -2% | -3% | 0% | -13% | 3% | 1% | 4%
8 | CCc1ccc(NC(=O)CSc2nnc(-c3cnccn3)n2C)cc1 | 17% | 2 | 14% | 0% | -2% | -1% | 5% | -17% | 6% | 0% | -15%
9 | Cc1ccc(/C=N/NC(=O)Cc2ccc(Cl)cc2)c(O)c1 | -78% | 5 | -26% | ? | -27% | -24% | -2% | 0.22µM* | ? | 0.56µM* | -1%
10 | COc1ccc(S(=O)(=O)N2CCC(C(=O)Nc3nnc(CCN4CCCCC4)s3)CC2)cc1 | -12% | 0 | 0% | 3% | 4% | 0% | 1% | 11% | 0% | 2% | 5%
11 | CCn1c(SCC(=O)Nc2ccccc2OC)nnc1-c1cnccn1 | -2% | 0 | -14% | 0% | -2% | 8% | 0% | -5% | 0% | 1% | 1%
12 | CCN(CC1CCCO1)C(=O)C1CCN(C2CCN(Cc3ccccc3C)CC2)CC1 (centres undefined) | -33% | 3 | 1% | 3% | -5% | -7% | 17% | 18% | -6% | -8% | -3%
13 | CCOC(=O)N1CCc2c(sc3c2c(=O)n(Cc2ccccc2)c(=O)n3CC(=O)NCC2CCCO2)C1 (centres undefined) | 3% | 6 | -8% | 2% | 14% | 0% | -4% | -5% | -2% | -5% | 3%
14 | COCCCNC(=O)C(=O)Nc1cc2c3c(c1)CCN3C(=O)CC2 | -6% | -1 | 0% | 2% | -1% | 1% | -3% | 7% | 14% | -19% | 0%
15 | CCOc1ccc(/C=N/OC(C)C(=O)NCc2ccc3c(c2)OCO3)cc1 (centres undefined) | -3% | 20 | -25% | -3% | -1% | -5% | -3% | 13% | -7% | -2% | -2%
16 | CCN1C(=O)/C(=C/c2c(C)nn(C)c2C)SC1=S | -1% | ? | 14% | -12% | -1% | 1% | -3% | 9% | 5% | -9% | -18%
17 | COc1ccc(C(=O)NC(=S)Nc2nc(C)c(C(=O)N(C)C)s2)cc1 | 0% | 2 | 21% | 2% | -1% | 5% | 3% | ? | 2% | -5% | ?
18 | Cc1ccc(S(=O)(=O)c2cnc3cc(C)nn3c2N)cc1 | 7% | ? | -4% | -6% | -9% | -3% | 2% | ? | 0% | ? | -3%
19 | C=CCOc1nc2c(c(=O)n(Cc3ccc(Cl)cc3)c(=O)n2C)n1C | -33% | 18 | -23% | -2% | 4% | 5% | 7% | -1% | 12% | 0% | 1%
20 | NC(=O)CC(NC(=O)c1ccccc1)c1ccc(NCCc2ccc(Cl)cc2)c([N+](=O)[O-])c1 (centres undefined) | -31% | -3 | 16% | -1% | -1% | -10% | -11% | 3% | 0% | -2% | 1%
21 | COCCn1c(CNc2ccc(F)cc2)nnc1SCC(=O)Nc1ccc(OC)cc1OC | -38% | 0 | . | . | . | . | . | 21% | . | -3% | -1%
22 | CC(C)C[C@@H](CO)N1CCN(Cc2cccc(C#N)c2)CCC1=O | -14% | 1 | 7% | 0% | 2% | -1% | 9% | -8% | 0% | 3% | 0%
23 | COCCn1cc(C(=O)N2CCN(C)CC2)c2c3ccccc3n(C)c2c1=O | 1% | 2 | -8% | 0% | -1% | -2% | -8% | -1% | -3% | -2% | 5%
24 | CCn1c(SCC(=O)Nc2ccccc2)nc2ccccc2c1=O | -11% | 21 | -9% | 2% | 0% | -3% | -20% | 32% | 6% | 4% | 6%
25 | CCCCNC(=O)CCC(=O)Nc1ccc2nc(N3CCN(C)CC3)cc(C)c2c1 | 2% | -2 | 2% | -2% | -3% | -6% | 5% | 26% | 7% | -23%[10 µM] | -7%
26 | O=C(CCN1C(=O)/C(=C\c2ccccc2Cl)SC1=S)Nc1cccnc1 | -27% | ? | -6% | -6% | 2% | -3% | ? | 11% | 0% | ? | ?
27 | CCCCn1nc2cc(C(=O)NC[C@@H]3CCCO3)ccc2c1OCC | 9% | 0 | 3% | -1% | -2% | -1% | -2% | 1% | 0% | -8% | 0%
28 | COC(=O)c1ccc(Cn2cnc3c(cnn3-c3ccc(F)cc3)c2=O)o1 | 38% | 1 | -2% | -2% | -5% | 3% | -3% | 23% | -2% | 3% | -13%
29 | CC1CCc2cc(F)ccc2N1C(=O)CSc1nnc2c(n1)[nH]c1ccccc12 (centres undefined) | -82% | -3 | ? | -2% | -8% | -8% | -6% | ? | -6% | -15% | -1%
30 | Cc1nnc(NC(=O)CSc2cn(Cc3ccccc3)c3ccccc23)s1 | -8% | -3 | 1% | -1% | -1% | 3% | -5% | 11µM* | 3% | -18% | -3%

Profiles, quoted from the list:
`CC(C)C[C@@H](CO)N1CCN(Cc2cccc(C#N)c2)CCC1=O` as listed: BRCA1 expr up = -14%; TRPV1 ag = 1; ELG1 repair inh = 7%; Tb PFK inh = 0%; NPC1 promoter act = 2%; Rab9 promoter act = -1%; p53 reactivation = 9%; RORgamma inh = -8%; ELG1 genotox = 0%; Gal4-VP16 FLuc = 3%; FLuc counter = 0%
`CCOC(=O)N1CCc2c(sc3c2c(=O)n(Cc2ccccc2)c(=O)n3CC(=O)NCC2CCCO2)C1` (centres undefined) as listed: BRCA1 expr up = 3%; TRPV1 ag = 6; ELG1 repair inh = -8%; Tb PFK inh = 2%; NPC1 promoter act = 14%; Rab9 promoter act = 0%; p53 reactivation = -4%; RORgamma inh = -5%; ELG1 genotox = -2%; Gal4-VP16 FLuc = -5%; FLuc counter = 3%

(list continues)
# | SMILES | BRCA1 expr up | TRPV1 ag | ELG1 repair inh | Tb PFK inh | NPC1 promoter act | Rab9 promoter act | p53 reactivation | RORgamma inh | ELG1 genotox | Gal4-VP16 FLuc | FLuc counter
31 | Cc1cccc(N2CCN(S(=O)(=O)c3c(C)[nH]c(=O)[nH]c3=O)CC2)c1C | 2% | -5 | -3% | 3% | 2% | 7% | -5% | 0% | 0% | 9% | -14%&0%
32 | S=c1[nH]ncn1/N=C/c1ccc(N2CCOCC2)cc1 | 35% | 4 | ? | -1% | 4µM* | 4.5µM* | ? | ? | 16µM* | -95% | 7.6µM*
33 | O=C(c1ccco1)N1CCN(C(=O)c2ccccc2Oc2ccccc2)CC1 | -2% | 6 | 3% | 0% | -2% | -5% | 0% | -13% | 0% | 27% | 1%
34 | COCC(=O)Nc1ccc(Br)cc1C | 7% | -6 | -6% | -11% | -1% | -3% | 5% | 9% | 3% | 8% | 6%
35 | O=C(NC1CCN(Cc2ccccc2)CC1)c1cccc(S(=O)(=O)Nc2ccc(SC(F)F)cc2)c1 | -35% | . | ? | 3% | . | . | 4% | . | -3% | . | .
36 | O=C1CCc2cc(S(=O)(=O)NCCc3ccccc3)cc3c2N1CC3 | -10% | 2 | ? | -1% | -1% | 1% | 6% | . | 7% | . | -10%
37 | Cc1cc(C)c(OCCCCN(C)C)c(Br)c1 | -9% | 3 | -6% | -3% | -7% | -4% | -7% | -25% | -8% | 0%[10 µM] | 3%
38 | CC(C)c1cccc(OCCN2CCCC2)c1 | -21% | 0 | -8% | -2% | 0% | -2% | . | -25% | -5% | 1% | -1%
39 | COc1ccc(NC(=O)CSc2ncn(-c3ccccc3)n2)cc1Cl | 3% | 12 | 0% | 0% | -7% | 1% | 10% | -22% | 2% | -1% | ?
